# CXCR6 block: CXCR6 receptor inhibitors, primary screen, cell-based, beta-arrestin, luminescence, CHO-K1 PathHunter, 1536-well. C-X-C chemokine receptor type 6 (Homo sapiens), O00574. inhibition, % at 20 µM. hit rate 0.36% among 360,000; in the data active = inhibition above about 34%, passing the limit was not always enough;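 note: antagonist mode with CXCL16 agonist at 10 nM final; 0% = 10 nM CXCL16 with DMSO and 100% = unstimulated wells without agonist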
# Jurkat NFkB inh: inhibitors of induced NF-kB luciferase reporter, primary screen, TCR NF-kB activation inhibitor project, cell-based, luminescence, uHTS. Jurkat, PMA/ionomycin-induced NF-kB luciferase reporter. inhibition, % at 4 µM. hit rate 0.53% among 330,000. AID 435003, 2010; in the data active = inhibition above about 50%
# CHOP UPR activ: activators of apoptotic CHOP UPR arm, primary screen, cell-based, CHO-CHOP luciferase reporter, luminescence, uHTS | hit rate 0.34% among 330,000 | UPR activation; percent of tunicamycin response over DMSO baseline | activation, % at 10 µM;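 active = at 10 µM dose, activation of 40% or more, normalized to positive control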;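 note: 100% = tunicamycin at 10 µg/mL and 0% = DMSO alone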
#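 assay system = CHO CHOP reporter cells | amount = 500 CHO-CHOP cells per well | buffer or medium = F12 with 10% FBS | incubation = 16-18 h cell attachment, then 6 h compound exposure, 37 °C | detection = luminescence read with Steady-Glo | read-out = percent activation relative to tunicamycin control | controls = tunicamycin high control, DMSO low control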
# CCR6 antagonist: CCR6 receptor antagonists, primary screen, cell-based, CHO-K1, luminescence, beta-arrestin, uHTS | CHO-K1 CCR6 PathHunter beta-arrestin, CCL20-stimulated | inhibition, % at 20 µM | AID 493098, 2011 | hit rate 0.49% among 340,000 | C-C chemokine receptor type 6 (Homo sapiens), P51684;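 active = compounds whose inhibition of the agonist-driven luminescence signal at 20 µM reaches about 50%, limit read from the data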;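 note: cells stimulated with CCL20 at 14 nM final; plate controls were DMSO with CCL20 for no effect and DMSO without agonist for full effect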
# Mdm2-MdmX inh: inhibitors of human Mdm2-MdmX association, primary screen, cell-based, luminescence, split luciferase, SaOS-2, uHTS | AID 485346, 2010 | SaOS-2 split-luciferase Mdm2/MdmX complementation | hit rate 3% among 330,000 | Protein Mdm4 (Homo sapiens) + E3 ubiquitin-protein ligase Mdm2 (Homo sapiens), … | inhibition, % at 8 µM;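 active = inhibition of at least 50% at 8 µM in the primary screen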
# Target sequence (O15151 whole entry, looked up): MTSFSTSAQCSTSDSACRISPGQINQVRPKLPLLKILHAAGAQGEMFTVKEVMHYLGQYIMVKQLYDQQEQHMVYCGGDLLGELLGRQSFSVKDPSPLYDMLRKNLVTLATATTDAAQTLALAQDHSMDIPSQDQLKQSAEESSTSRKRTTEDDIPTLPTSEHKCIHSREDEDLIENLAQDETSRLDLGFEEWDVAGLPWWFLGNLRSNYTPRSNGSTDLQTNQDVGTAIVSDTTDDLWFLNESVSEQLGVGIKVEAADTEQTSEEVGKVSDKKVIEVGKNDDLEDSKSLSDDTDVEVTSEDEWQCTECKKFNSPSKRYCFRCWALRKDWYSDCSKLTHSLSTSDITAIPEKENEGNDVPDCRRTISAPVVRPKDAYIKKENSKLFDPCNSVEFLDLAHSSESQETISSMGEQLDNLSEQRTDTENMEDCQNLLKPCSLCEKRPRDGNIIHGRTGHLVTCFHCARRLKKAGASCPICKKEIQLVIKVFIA
# Target sequence (Q00987 whole entry, looked up): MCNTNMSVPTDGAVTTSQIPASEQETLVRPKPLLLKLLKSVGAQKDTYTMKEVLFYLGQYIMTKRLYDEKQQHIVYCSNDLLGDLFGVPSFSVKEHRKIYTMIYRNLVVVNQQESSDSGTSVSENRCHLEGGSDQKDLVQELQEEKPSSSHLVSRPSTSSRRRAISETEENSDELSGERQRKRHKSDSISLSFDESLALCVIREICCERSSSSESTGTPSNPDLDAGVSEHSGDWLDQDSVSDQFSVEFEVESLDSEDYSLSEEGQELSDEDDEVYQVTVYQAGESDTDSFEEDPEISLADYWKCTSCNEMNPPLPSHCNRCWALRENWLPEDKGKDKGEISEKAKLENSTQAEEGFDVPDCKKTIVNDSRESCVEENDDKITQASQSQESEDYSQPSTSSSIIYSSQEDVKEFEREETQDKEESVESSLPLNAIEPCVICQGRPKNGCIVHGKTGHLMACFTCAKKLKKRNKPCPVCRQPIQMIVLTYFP
# EBI2 block: EBI2 receptor antagonists, beta-arrestin recruitment, primary screen, cell-based, luminescence, 7a,25-OHC stimulation, uHTS | inhibition, % at 5 µM | AID 651636, 2012 | G-protein coupled receptor 183 (Homo sapiens), P32249 | 7a,25-OHC stimulated | hit rate 0.81% among 360,000; in the data active = inhibition above about 38%;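 note: enzyme fragment complementation signal reports receptor beta-arrestin coupling in cells; 0% = agonist plus DMSO wells and 100% = wells without agonist; some results beyond the cut were filed as inactive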
# 697 NFkB inh: inhibitors of PMA/ionomycin-induced NF-kB reporter, 697 cells, primary screen, B-cell NF-kB inhibitor project, cell-based, luminescence, uHTS. 697 B-cell NF-kB luciferase reporter, 16 h. inhibition, % at 4 µM. hit rate 0.33% among 330,000; in the data active = inhibition above about 35%
# XBP1 UPR activ: activators of adaptive XBP1 UPR arm, primary screen, cell-based, CHO-XBP1 luciferase reporter, luminescence, uHTS; activation, % at 20 µM; hit rate 0.33% among 330,000; IRE1-XBP1 UPR activation; percent of tunicamycin response, DMSO as zero;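 active = versus positive control, 20 µM dose yields 30% or more activation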;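 note: 100% = tunicamycin at 10 µg/mL and 0% = DMSO only wells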
#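 Assay system: CHO-XBP1 luciferase reporter cells; Schedule: 6 h treatment, 37 °C; Detection: glow luminescence from Steady-Glo reagent; Benchmarks: high control tunicamycin 10 µg/mL final, low control DMSO vehicle only.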
# Gli-Sufu antag: Gli-Sufu pathway antagonists, primary screen, luciferase luminescence, Sufu-KO-LIGHT cells, uHTS; inhibition, % at 5 µM; Sufu-KO-LIGHT fibroblasts, Gli luciferase reporter luminescence; hit rate 0.74% among 340,000;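 active = inhibition above about 55%, limit read from the data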;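 note: 0% = DMSO-treated cells and 100% = wells with medium but no cells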
# Active calls of the source: *; nt = not tested or not shown.
SMILES,CXCR6 block,Jurkat NFkB inh,CHOP UPR activ,CCR6 antagonist,Mdm2-MdmX inh,EBI2 block,697 NFkB inh,XBP1 UPR activ,Gli-Sufu antag
C=CCn1c2ccccc2c2nnc(SCC(=O)O)nc21,6,-17,-0.9,6,18,7,-6,-3,-7
COc1ccc(CN(CC(=O)NC2CCCC2)C(=O)c2csnn2)cc1,-3,-8,0.4,7,7,-4,-7,-5,23
CCOC(=O)Cc1cc(=O)n2[nH]c(C)c(-c3ccccc3OC)c2n1,0,-8,-2.6,12,-6,-12,-4,-2,0
NC(=O)NC(=O)C[n+]1cccc(/C=N/O)c1,-2,3,-0.3,-5,3,-1,8,-3,-8
Cc1ccc(C)c(-c2nnc(OCC(=O)Nc3cc(C)on3)c3ccccc23)c1,6,-10,-2.5,11,12,2,1,-3,0
O=C(NC1CCCCC1)C(c1ccc(F)cc1)N(C(=O)c1csnn1)C1CC1 (configuration not stated),5,-9,-0.1,22,7,-5,12,-5,-11
COC(=O)C(C)Oc1ccc(Cc2ncc(C(F)(F)F)cc2Cl)cc1 (configuration not stated),-25,-8,0.7,21,3,1,23,-7,3
CCO[C@@H]1OC(C(=O)NC2CC2)=C[C@H](C2CCCCC2)[C@H]1CCCO,9,-1,2.9,12,15,-6,18,-3,9
CN(C)S(=O)(=O)c1ccc(NC(=O)c2cc(F)c(F)cc2Cl)cc1,-6,-9,0.0,9,4,-5,1,3,9
Oc1c(N=Nc2ccc(F)cc2)ccc2ccccc12,13,-141,1.8,20,-116,20,-243,-6,-91
CCOC(=O)N1CCC(=NNc2nc3ccccc3s2)CC1,0,-88,6.5,9,-19,11,-104,-3,-28
O=C(Nc1ccccc1)Nc1ccc(-n2ccc(C(F)(F)F)n2)cc1,-9,-116,14,7,-57,17,-98,0,40
COc1ccc(NC(=O)N2CCCc3ccccc32)cc1OC,5,-9,3.7,-2,8,-12,10,-2,7
Cc1sc(NC(=O)CN2CCCC2)nc1-c1ccc2c(c1)CCN2C(=O)c1cccc(F)c1,-2,5,2.4,4,38,-15,2,20,-12
COc1ccc(C2C(C#N)=C(N)Oc3n[nH]c(-c4ccccn4)c32)c(OC)c1OC (configuration not stated),5,-1,-1.7,-14,22,4,-1,-7,1
CC1=C(C(=O)OCc2ccccc2)C(c2cccc([N+](=O)[O-])c2)NC(=O)N1 (configuration not stated),4,19,-0.1,-1,27,-2,-25,-2,16
Cc1c(Cl)c([N+](=O)[O-])nn1CC(=O)N1CCc2ccccc2C1,2,7,-1.2,-7,-5,-14,6,-4,4
CCCc1nc2sc3c(c2c(=O)n1N)CCC3,-14,-6,0.3,-7,29,0,9,-3,19
O=C(O)C(NS(=O)(=O)c1ccccc1)C(O)c1ccccc1 (configuration not stated),7,3,1.7,4,21,1,11,-3,-14
COc1ccc2c(c1OC)C(=O)N(c1ccccn1)C2,3,-118,-0.9,4,-53,-8,-72,-3,17
COc1ccc(NC(=O)CSc2nnc(NC(C)=O)s2)c([N+](=O)[O-])c1,-11,-8,0.1,-14,17,-8,-5,1,-9
c1ccc(-n2ncc3c(NCCN4CCCCC4)ncnc32)cc1,-3,-32,5.9,26,-2,-1,-33,-2,4
Cc1ccc2c(c1)C(=C(C#N)C#N)C(=O)N2CCN1CCOCC1,-4,-2,0.6,7,-3,-5,-28,-1,4
Cc1c(CN2CCCC(C)C2)c(O)n(CCO)c(=O)c1C#N (configuration not stated),-7,14,1.5,-1,17,-3,16,-2,-1
COc1ccccc1/C=C1\S/C(=N/NC(=O)c2cccc(Br)c2)NC1=O,-5,-13,0.4,9,50,11,-27,0,-12
# Going on with the list.
SMILES,CXCR6 block,Jurkat NFkB inh,CHOP UPR activ,CCR6 antagonist,Mdm2-MdmX inh,EBI2 block,697 NFkB inh,XBP1 UPR activ,Gli-Sufu antag
COC(=O)C(C)n1cnc2c(nnn2-c2ccccc2)c1=O (configuration not stated),-1,10,1.4,3,-18,-2,-11,-1,-7
COc1ccc2ccc(OC)c(/C=N/n3cnnc3)c2c1,-2,0,2.0,6,39,4,8,-3,-5
CC1=NCCN1S(=O)(=O)c1ccccc1[N+](=O)[O-],-8,-7,-3.7,2,11,-15,11,-3,-3
Cc1ccc(S(=O)(=O)NN=C2CCC(C(C)(C)C)CC2)cc1[N+](=O)[O-] (configuration not stated),-6,-13,-1.8,-1,12,-12,5,-4,4
Cc1ccc(NC(=O)Cn2cccc2)c(C)c1,3,-10,1.0,-8,-1,7,-26,1,-6
O=C(COC(=O)/C=C/c1ccccc1)Nc1cccc(Oc2ccccc2)c1,1,-8,1.5,14,-24,-3,12,0,-7
O=C1N(CN2CCN(Cc3ccccc3)CC2)c2ccccc2C12OCCCO2,-14,6,0.9,11,10,1,6,2,22
COc1ccccc1CNC(=O)C1CCC(=O)N(CCCN2CCCC2=O)C1 (configuration not stated),1,21,-0.2,20,6,5,1,-2,6
O=C(c1ccc2c(=O)n3c(nc2c1)CCCCC3)N1CCN(c2ccc([N+](=O)[O-])cc2)CC1,2,11,0.4,-20,24,-17,-5,-4,2
CC(C)(C)c1ccc(OCCn2ccccc2=O)cc1,-3,-110,1.0,14,-108,-8,-194,1,-105
C=CCNc1oc(-c2cccs2)nc1S(=O)(=O)c1ccccc1,8,-6,0.4,8,23,-5,6,1,5
COc1ccc(CNC(=O)C(C)NCc2ccccc2Cl)cc1 (configuration not stated),-3,14,0.9,3,-5,6,3,-4,20
CSC1=N/C(=C\c2cccc(Cl)c2)C(=O)N1N(C)C,-13,6,-0.5,20,-8,0,-28,-5,4
NS(=O)(=O)c1ccc(NC(=O)COC(=O)c2ccc(Cl)nc2)cc1,-2,11,0.0,8,14,-4,5,2,-1
COc1ccc(Cc2nc3ccc(C(=O)N4CCC(N(C)C)C4)cc3o2)cc1 (configuration not stated),-14,-19,2.3,13,30,5,-23,-4,-1
CN(C)NC(=S)NC1(C)CCS(=O)(=O)C1 (configuration not stated),-3,1,-0.5,3,-9,10,16,-4,1
NC(=O)c1ccc(-n2nnnc2Oc2ccccc2C(=O)N2CCOCC2)cc1,0,12,-2.9,-1,-30,3,3,-1,4
CC(Sc1ncccn1)C(=O)NC1CCCC1 (configuration not stated),7,4,0.3,-8,13,6,18,1,-2
COc1ccc(/C=N/Nc2nnc(Cc3ccccc3)c(=O)[nH]2)cc1,0,3,0.6,13,4,-7,-7,-1,3
COC(=O)c1cc2ccsc2n1Cc1nc(-c2ccc(Cl)cc2)oc1C,6,7,-0.5,20,-5,7,19,-2,0
CC(C)(C)c1cc(C(=O)N/N=C/c2ccccc2O)n(-c2ccccc2)n1,1,4,-2.5,18,70*,13,-67,1,45
CCOc1ccc(NC(=O)CN(C)C(=O)c2cc(C3CC3)nn2-c2ccccc2)cc1OCC,3,11,1.7,6,-3,2,3,-1,1
O=C(NNc1ncccc1Cl)c1c(Cl)cccc1Cl,2,2,-1.3,7,27,-2,10,2,5
COc1ccc2c(/C=N/NS(=O)(=O)c3ccc(C)cc3)c[nH]c2c1,-8,3,2.8,8,14,2,11,-4,3
Nc1ccc(CCc2nc3ccccc3o2)cc1,0,-75,-3.4,5,-71,2,-79,-4,-129
# (further entries)
SMILES,CXCR6 block,Jurkat NFkB inh,CHOP UPR activ,CCR6 antagonist,Mdm2-MdmX inh,EBI2 block,697 NFkB inh,XBP1 UPR activ,Gli-Sufu antag
O=C(CN1CCCCCC1)NCc1ccccc1,-4,1,-1.6,5,-7,7,16,-2,-5
O=C(COC(=O)CC(c1ccccc1)c1ccccc1)Nc1cccc(F)c1,8,2,-1.1,18,8,-8,-2,-2,-6
COc1ccc(OC)c(-c2cc(C(=O)Nc3c(C)nn(Cc4ccccc4C)c3C)no2)c1,7,-4,3.2,1,18,12,-11,4,6
CNC(=O)CCSSCCC(=O)NC,5,13,0.7,-2,2,-1,8,-1,1
COc1ccc(C)cc1-n1nnnc1SCC(=O)NC(=O)NCc1ccco1,0,1,-1.7,-7,27,-10,10,-4,1
CC1=C(C(=O)OCc2ccccc2)C(c2ccccc2Cl)NC(=O)N1C (configuration not stated),-3,-11,-1.2,15,10,11,-7,-8,1
CCOC(=O)[C@H]1[C@H]2COc3ccc(Cl)cc3[C@@H]2N2C(=O)CN(Cc3ccc(F)cc3)C(=O)[C@@]12C,-8,4,0.5,8,26,6,-15,1,7
Cc1cc2c3c([nH]c2cc1S(=O)(=O)N1CCC2(CC1)OCCO2)CCCC3=O,4,12,1.6,9,19,-5,-34,-6,40
CCN(CC)c1ccc(/C=N/n2c(-c3ccccc3Br)n[nH]c2=S)cc1,0,33,0.0,45,-12,24,0,1,3
Cc1nc(S/C(=C\c2ccc(-c3ccc(C(=O)O)c(Cl)c3)o2)C(=O)O)n[nH]1,16,nt,nt,23,nt,0,nt,nt,-1
CCOCCCn1c(SCC(=O)/C(C#N)=C(\C)N)nc2ccccc2c1=O,-12,-13,0.9,2,12,-19,-1,-1,-12
N#CCSc1nc2cc(C(=O)N3CCCC3)ccc2c(=O)n1Cc1ccccc1,2,4,-0.1,8,13,1,-7,-1,-2
Cc1cc(C(=O)NNC(=O)C(C)NS(=O)(=O)c2ccccc2F)c(C)o1 (configuration not stated),-4,-2,1.2,-1,-8,-16,6,0,2
CCN(c1ccccc1)S(=O)(=O)c1cnc[nH]1,0,-16,-0.6,3,5,-5,-10,0,-9
O=C(CSc1n[nH]c(=O)n1Cc1ccco1)N1CCOCC1,-3,13,-0.2,-8,9,-1,2,2,-18
COc1ccc(CNS(=O)(=O)CCNCc2ccco2)cc1,-2,nt,nt,10,nt,0,nt,nt,-4
Cc1cccc(NC(=O)c2cc3c([nH]c4ccccc43)c(C)n2)c1C,1,-12,5.3,-16,66*,21,-24,6,-2
CCN1CCSc2ccc(C(=O)NCc3cccc(F)c3)cc21,-15,2,-0.3,16,-23,-3,-11,-5,-13
CCOc1ccc(C(=O)NNC2CC(=O)N(Cc3ccc(Cl)cc3)C2=O)cc1OC (configuration not stated),-4,8,-0.7,9,11,13,0,0,-8
COc1cc(C(=O)Nc2nc3ccc(S(=O)(=O)N4CCOCC4)cc3s2)cc(OC)c1OC,-2,-1,-0.2,2,14,-2,13,1,-4
CCOC(=O)CC1(NC(=O)c2cc(COc3cccc(OC)c3)on2)CCCCC1,-3,8,-0.4,1,-11,5,-19,-4,28

# Four compounds from above, arranged by the number in CCR6 antagonist, ascending.
canonical_smiles	CXCR6 block	Jurkat NFkB inh	CCR6 antagonist	Mdm2-MdmX inh	EBI2 block	697 NFkB inh	XBP1 UPR activ
O=C(CSc1n[nH]c(=O)n1Cc1ccco1)N1CCOCC1	-3	13	-8	9	-1	2	2
CCOCCCn1c(SCC(=O)/C(C#N)=C(\C)N)nc2ccccc2c1=O	-12	-13	2	12	-19	-1	-1
O=C(CN1CCCCCC1)NCc1ccccc1	-4	1	5	-7	7	16	-2
Cc1nc(S/C(=C\c2ccc(-c3ccc(C(=O)O)c(Cl)c3)o2)C(=O)O)n[nH]1	16	nt	23	nt	0	nt	nt
